Screening data deposited in PubChem BioAssay by Sanford-Burnham Center for Chemical Genomics.
tim23-1 inh – growth inhibitors of tim23-1 mutant yeast, primary screen, luminescence, uHTS. S. cerevisiae tim23-1 growth, BacTiter-Glo luminescence, 24 h. inhibition, % at 20 µM. 330,000 compounds, 1.3% hits. AID 463212, 2010;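 active means growth inhibition of the mutant yeast at or above 50%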;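 further: temperature-sensitive mutant grown at 25 °C; plate controls were DMSO-treated mutant yeast for no effect and medium wells lacking yeast for full effect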
APJ antagonist – antagonists of human apelin receptor APJ, primary screen, CHO-K1 cells, beta-arrestin complementation, luminescence; P35414; 330,000 compounds, 0.32% hits; inhibition, % at 20 µM;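 active means inhibition above about 40% at 20 µM, limit read from the data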;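 further: cells challenged with 10 nM apelin-13 agonist together with compound; plate controls were apelin-13 plus DMSO wells for no effect and DMSO wells lacking apelin-13 for full effect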
Target sequence (P35414 whole entry, looked up): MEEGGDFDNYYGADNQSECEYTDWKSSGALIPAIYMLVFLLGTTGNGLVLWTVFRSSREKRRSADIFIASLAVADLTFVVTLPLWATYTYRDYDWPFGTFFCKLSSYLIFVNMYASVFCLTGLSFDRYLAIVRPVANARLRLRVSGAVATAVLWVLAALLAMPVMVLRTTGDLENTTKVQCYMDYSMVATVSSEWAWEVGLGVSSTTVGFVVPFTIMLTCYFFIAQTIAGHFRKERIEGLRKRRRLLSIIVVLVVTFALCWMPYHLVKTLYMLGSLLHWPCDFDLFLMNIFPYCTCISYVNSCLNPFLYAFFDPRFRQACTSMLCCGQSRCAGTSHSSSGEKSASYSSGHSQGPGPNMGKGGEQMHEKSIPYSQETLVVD
APJ ag – agonists of human apelin receptor APJ, primary screen, CHO-K1 cells, PathHunter beta-arrestin, luminescence | P35414 | 0% DMSO wells, 100% apelin | activation, % at 20 µM | 330,000 compounds, 0.11% hits;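 active means activation more than six SD over the plate average, tested at 20 µM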;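 further: 0% = DMSO alone and 100% = apelin-13 at 10 nM; some results filed as inactive read as strong as hits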
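Test system: CHO-K1 APJ beta-arrestin complementation cell line | Compound: Single test compound dose, 20 µM final, 1% DMSO | Incubation: Compound 90 min 25 °C, reagent 1 h | Measured by: beta-gal luminescence | Read-out basis: APJ–arrestin association signal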
XBP1 UPR activ – activators of adaptive XBP1 UPR arm, primary screen, cell-based, CHO-XBP1 luciferase reporter, luminescence, uHTS; IRE1-XBP1 UPR activation; percent of tunicamycin response, DMSO as zero; activation, % at 20 µM; 330,000 compounds, 0.33% hits;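 active means versus positive control, 20 µM dose yields 30% or more activation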;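 further: 100% = tunicamycin at 10 µg/mL and 0% = DMSO only wells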
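assay system = CHO-XBP1 luciferase reporter cells | amount = 1000 cells/well | buffer or medium = F12 plus 10% FBS | compound dosing = single point, 20 µM final compound, 1% DMSO | incubation = 16-18 h cell attachment at 37 °C, then 6 h compound exposure | detection = Steady-Glo luminescence read | controls = tunicamycin 10 µg/mL and vehicle-only wells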
UPR CHOP act – activators of apoptotic CHOP UPR arm, primary screen, cell-based, CHO-CHOP luciferase reporter, luminescence, uHTS. UPR activation; percent of tunicamycin response over DMSO baseline. activation, % at 10 µM. 330,000 compounds, 0.34% hits. AID 449763, 2010;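 active means at 10 µM dose, activation of 40% or more, normalized to positive control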;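 further: 100% = tunicamycin at 10 µg/mL and 0% = DMSO alone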
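measured by = luciferase luminescence | assay system = CHO-CHOP cells, stable luciferase reporter of PERK-eIF2a-CHOP signalling | amount = 500 reporter cells seeded per well | timing = 6 h compound exposure at 37 °C after overnight seeding | controls = positive tunicamycin 10 µg/mL, negative DMSO alone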
Jurkat NFkB inh – inhibitors of induced NF-kB luciferase reporter, primary screen, TCR NF-kB activation inhibitor project, cell-based, luminescence, uHTS; Jurkat, PMA/ionomycin-induced NF-kB luciferase reporter; 330,000 compounds, 0.53% hits; inhibition, % at 4 µM; in the data active means inhibition above about 50%
Mdm2-MdmX inh – inhibitors of human Mdm2-MdmX association, primary screen, cell-based, luminescence, split luciferase, SaOS-2, uHTS. Protein Mdm4 (Homo sapiens) + E3 ubiquitin-protein ligase Mdm2 (Homo sapiens), …. SaOS-2 split-luciferase Mdm2/MdmX complementation. inhibition, % at 8 µM. 330,000 compounds, 3% hits. AID 485346, 2010;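 active means inhibition of at least 50% at 8 µM in the primary screen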
697 NFkB inh – inhibitors of PMA/ionomycin-induced NF-kB reporter, 697 cells, primary screen, B-cell NF-kB inhibitor project, cell-based, luminescence, uHTS. 697 B-cell NF-kB luciferase reporter, 16 h. inhibition, % at 4 µM. 330,000 compounds, 0.33% hits. AID 435022, 2010; in the data active means inhibition above about 35%
Active calls of the source: *. An unsorted share of the library. Share with any hit: about 5%.

SMILES	tim23-1 inh	APJ antagonist	APJ ag	XBP1 UPR activ	UPR CHOP act	Jurkat NFkB inh	Mdm2-MdmX inh	697 NFkB inh
COc1cccc(N2CCN(S(=O)(=O)c3cc4c(cc3C)N(C)CCO4)CC2)c1	28	0	-1	-2	4.3	2	17	-9
COC(=O)c1ccc(C(=O)NC2CCSc3ccccc32)cc1 (configuration not stated)	9	4	-4	-3	1.1	9	9	-5
Cc1oc(-c2cccc(Cl)c2)nc1CN1CCC(C(=O)N2CCN(c3ccccn3)CC2)CC1	-8	9	1	-1	0.0	27	27	2
Fc1ccccc1-c1nc(N2CCCCC2)c2ccccc2n1	41	11	-5	-1	-0.5	-12	16	-7
O=C(NNS(=O)(=O)c1cccc(Cl)c1Cl)c1cccc(S(=O)(=O)N2CCOCC2)c1	13	-16	-2	-6	-0.3	3	5	15
O=C(Cc1ccccc1)NCCc1cnc[nH]1	4	19	-5	-1	1.4	1	6	10
O=c1[nH]c2ccccc2cc1-c1nnn(-c2ccccc2)n1	3	4	1	-2	-0.2	-3	-4	-4
O=C(NC1CC1)c1cc2c(s1)-c1ccccc1OC2	17	-43	-2	2	2.8	-23	-57	-71
COc1cc2nc(CN3CCC(C(O)(c4ccccc4)c4ccccc4)CC3)[nH]c(=O)c2cc1OC	12	-6	1	3	-0.8	0	23	-1
CSc1c(C#N)c(N)nc2sc(C(=O)c3ccc(Cl)c(Cl)c3)c(N)c12	-2	-24	1	17	-0.3	8	16	19
CC(NC(=O)c1cc2c(s1)CS(=O)(=O)C2)c1ccccc1 (configuration not stated)	1	-1	8	0	-0.6	10	20	14
O=C(Cn1ncc2c1-c1ccccc1OC2)Nc1nc2ccccc2s1	62*	11	-2	-3	-0.8	-16	0	2
COc1ccc(C(=O)COC(=O)CN2C(=O)C3C4C=CC(C4)C3C2=O)cc1 (configuration not stated)	14	-9	4	2	-1.1	2	10	3
CC(C)N1C(=O)c2ccccc2C1C(=O)NC1CCCCCC1 (configuration not stated)	2	-24	-2	1	8.9	-11	13	-7
O=C(c1c(F)cccc1F)N1CCN(c2cccc(C(F)(F)F)c2)CC1	-2	2	-2	-5	-1.3	-8	23	1
CCCc1nnc(NC(=O)CCC(=O)Nc2ccc(Cl)cc2)s1	-18	2	-4	1	-0.3	-1	-28	-8
Cc1nc2ccc(NC(=S)NC3CC3)cc2nc1C	23	-29	5	0	2.1	8	-15	-21
Cc1cccc(NC(=O)NCCN2C(=O)C3C4C=CC(C4)C3C2=O)c1 (configuration not stated)	-12	-15	-5	-1	-0.8	-6	1	-15
O=C(NCc1ccccn1)C1CCN(S(=O)(=O)c2cnc[nH]2)CC1	6	8	-2	-3	-0.7	0	-5	11
CCCc1nnc(NC(=O)c2cccs2)s1	25	-6	-5	1	2.2	-31	-49	-64
Cc1ccc(C)c(N2CCN(CCCNC(=O)CCC(=O)N3CCOc4ccc(Cl)cc43)CC2)c1	3	6	-1	9	6.1	21	78*	-21
O=C(COC(=O)c1cc(Cl)cc(Cl)c1)NCc1ccco1	-3	14	-2	-1	-0.5	0	29	11
COc1cccc(/C=C/C(=O)OCC(=O)NCCC2=CCCCC2)c1	24	-6	-3	-3	-0.5	4	22	20
Cn1cc(Cl)c(C(=O)N/N=C/c2ccc3c4c(cccc24)CC3)n1	14	6	1	4	4.3	-73	-89	-104
Cc1ccccc1OCCCCCn1ccnc1	-7	6	-1	1	-1.9	9	21	-16

The last 4 entries of the part before are carried over, then new ones follow.
SMILES	tim23-1 inh	APJ antagonist	APJ ag	XBP1 UPR activ	UPR CHOP act	Jurkat NFkB inh	Mdm2-MdmX inh	697 NFkB inh
O=C(COC(=O)c1cc(Cl)cc(Cl)c1)NCc1ccco1	-3	14	-2	-1	-0.5	0	29	11
COc1cccc(/C=C/C(=O)OCC(=O)NCCC2=CCCCC2)c1	24	-6	-3	-3	-0.5	4	22	20
Cn1cc(Cl)c(C(=O)N/N=C/c2ccc3c4c(cccc24)CC3)n1	14	6	1	4	4.3	-73	-89	-104
Cc1ccccc1OCCCCCn1ccnc1	-7	6	-1	1	-1.9	9	21	-16
CCOC(=O)C1CCN(C(=O)c2ccc(OC)cc2OC)CC1	-2	21	-4	-2	-2.0	5	32	16
CCN(CC)C(=O)Cc1cn(C)c2ccccc12	2	-6	-5	-1	0.9	-15	6	-2
CN(C)c1ccc(O)c2c1CC1CC3[C@@H](N(C)C)C(=O)C(C(N)=O)C(=O)[C@]3(O)C(=O)C1C2=O (some centres not stated)	5	2	0	-4	5.7	7	17	19
O=C(COC(=O)c1ccc(Cl)c(S(=O)(=O)N2CCCC2)c1)NCc1ccccc1	-5	0	-6	1	-1.0	-8	24	3
CCN(CC)C(=O)c1[nH]cnc1C(=O)NCC(=O)OC(C)(C)C	15	13	-4	1	-2.0	10	-22	10
O=C1NCCN(Cc2ccoc2)C1CC(=O)N(CCO)Cc1ccccc1 (configuration not stated)	4	8	-3	-2	-0.4	11	-3	8
Cc1ccc(C23CC4CC(CC(NC(=O)NC(C)(C)CO)(C4)C2)C3)cc1	31	-4	-2	-1	-1.6	3	3	5
CCN1CCN(c2ccc(NC(=O)c3ccc(Cl)c(N4CCCC4=O)c3)cc2)CC1	1	6	-4	-1	0.5	0	-4	-18
CS(=O)(=O)c1ccc2nc(NC(=O)CCNC(=O)c3ccc(Cl)cc3)sc2c1	-6	-3	-3	4	4.3	-28	-22	-28
O=C(Cc1ccc(-c2ccccc2)cc1)Nc1ncccc1O	20	-6	5	-6	5.0	-23	6	-3
Cc1cc(C)c2ccc(N)nc2c1O	0	51*	-9	4	1.0	52*	83*	-2
Nc1n[nH]c(-c2ccc([N+](=O)[O-])cc2[N+](=O)[O-])n1	5	-32	2	-7	-1.8	8	24	17
CCCN(CCC)CCCNC(=O)c1ccc2c(c1)N(CC)C(=O)c1ccccc1S2=O (configuration not stated)	12	8	-4	-3	1.8	-12	6	-14
CC(C)(C)c1ccc(-c2nc(C=O)c3ccccn23)cc1	52*	-13	-3	2	1.9	-7	13	2
O=C(NCc1ccc(N2CCCC2=O)cc1)c1cn(Cc2ccccc2)nn1	-8	-10	1	0	-2.8	-5	39	-3
CN(Cc1cccc(F)c1)C(=O)c1cccc(S(=O)(=O)N2CCN(Cc3ccccc3)CC2)c1	37	1	-3	-2	0.7	11	30	15
CCC1(C)NC(=O)N(CC(=O)N2CCN(c3cccc(Cl)c3)CC2)C1=O (configuration not stated)	4	-23	-3	2	-1.3	-7	13	-3
Cc1ccc(OCc2nc(C#N)c(N3CCN(Cc4ccccc4)CC3)o2)cc1	33	17	0	-2	0.9	18	24	8
C/C(=N\NC(=O)c1nc2ccccn2c1C)c1cc2ccccc2o1	14	-13	-2	6	0.3	-10	10	4
O=S(=O)(Nc1ccc(N2CCOCC2)cc1)c1ccc(Cl)s1	1	-8	-2	-2	0.8	-8	-11	7
CCc1nnc(N/N=C/c2c(F)cccc2Cl)n1N	12	-9	-1	-2	1.9	-6	26	-25
CCOc1ccccc1C(=O)NCC(=O)OCC(=O)N1CCCC1	0	-3	-3	-2	-0.2	12	-1	-2
CS(=O)(=O)ON=C1CCN(S(=O)(=O)c2ccccc2)CC1	-9	12	0	1	-1.2	-5	7	-19
COc1ccc(NS(=O)(=O)c2cc(NC(=O)CCSc3ccccc3)ccc2OC)cc1	12	-12	-1	-1	0.8	-10	-2	7
Oc1ccc(-c2nccc(-c3cccs3)n2)cc1	57*	-4	-1	6	9.2	-76	-127	-68

Part of the list above, showing only XBP1 UPR activ.
compound | XBP1 UPR activ
CCC1(C)NC(=O)N(CC(=O)N2CCN(c3cccc(Cl)c3)CC2)C1=O (configuration not stated) | 2
Cc1ccc(OCc2nc(C#N)c(N3CCN(Cc4ccccc4)CC3)o2)cc1 | -2
C/C(=N\NC(=O)c1nc2ccccn2c1C)c1cc2ccccc2o1 | 6
O=S(=O)(Nc1ccc(N2CCOCC2)cc1)c1ccc(Cl)s1 | -2

Other compounds.
SMILES	tim23-1 inh	APJ antagonist	APJ ag	XBP1 UPR activ	UPR CHOP act	Jurkat NFkB inh	Mdm2-MdmX inh	697 NFkB inh
COC(=O)CC1C(=O)NC(C)=C1C(=O)OC (configuration not stated)	-11	-1	-5	-1	-1.4	8	6	-5
CC(C)CN(C(=O)CC(C)c1ccccc1)c1c(N)n(Cc2ccccc2)c(=O)[nH]c1=O (configuration not stated)	0	13	-2	-4	0.2	-4	12	4
COc1cc(C(=O)Nc2nnc(S(=O)(=O)N3CCCCCC3)s2)cc(OC)c1OC	18	20	6	-2	1.7	-10	-5	-33
COc1cccc(C2Nc3cc(Cl)c(S(N)(=O)=O)cc3S(=O)(=O)N2)c1 (configuration not stated)	5	5	8	0	0.8	2	9	6
CCN(CC)c1ccc(-n2c(C)c(C(C)=O)c(C(C)=O)c2C)cc1	41	-11	-2	-3	-1.6	11	29	-36
COc1cc(C(=O)NCCOc2cccc(C)c2)c(Br)c(OC)c1OC	17	11	-4	1	0.3	4	-4	14
O=C1CCCC(=O)N1c1ccc(N2CCN(c3ccccc3)CC2)c([N+](=O)[O-])c1	-4	6	-3	-1	-1.4	-12	-6	13
C=CCNC(=S)N(CC)c1cccc2ccccc12	14	6	1	-1	-0.5	-24	-4	-24
O=C(COC(=O)c1ccc(Br)o1)NC1CCCc2ccccc21 (configuration not stated)	14	7	-3	0	1.4	0	-6	23
COc1ccc(-c2csc(C3=C(O)CN(CCCN4CCCC4=O)C3=N)n2)cc1OC	5	1	1	3	1.1	-8	31	-8
Cc1ccc(NS(=O)(=O)c2ccc3c(c2)NC(=O)CO3)cc1	5	-30	-1	-2	-3.0	2	21	-29
COc1ccccc1NC(=O)COc1ccc2c(c1)OCO2	14	8	8	1	0.0	-14	13	-13
COc1ccc(C(=O)NC2CCCCCC2)cc1S(=O)(=O)Nc1ccc(Br)cc1	-1	6	2	-3	8.9	-8	-21	-3
O=CN1CCN(C(=O)c2ccc(-c3nc4ccccc4s3)s2)CC1	-8	-3	-3	1	1.1	-86	-77	-79
COc1cc(C(CC(=O)N2CCOCC2)c2c(OC)cc(OC)c3ccc(=O)oc23)cc(OC)c1OC (configuration not stated)	0	-11	1	0	0.2	6	-18	20
COc1ccc(-c2nnc3sc(-c4ccccc4OC)nn23)cc1	-17	0	-1	4	1.6	-14	18	-19
O=C(CCN1C(=O)/C(=C/c2ccc3c(c2)OCO3)SC1=S)Nc1ccccc1	-11	4	-3	-1	0.9	11	50	5
COc1ccc(Cl)cc1NC(=O)Cn1c(NCCO)nc2ccccc21	8	39	-3	-1	0.7	-5	3	0
Cn1ccnc1SCC(=O)NC1(C#N)CCCCC1	-8	5	-1	2	1.0	4	19	9
